ANO1 block – TMEM16A chloride channel inhibitors, primary screen, cell-based, HTS; HEK293 TMEM16A/YFP iodide influx fluorescence, ionomycin; normalized B-score (activity score, 25-100; higher = stronger inhibition) at 10 µM; hit rate 1.2% among 310,000;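 active means ratio plate-corrected score three or more library SD toward inhibition, starting fluorescence score within five deviations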;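 further: score derived from kinetic fluorescence span divided by baseline fluorescence per well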
TRPC4 agonist – activators of mouse TRPC4 channel, primary screen, Fluo4 calcium, HEK293 TRPC4beta/mu-opioid cells; B-score at 10 µM; hit rate 0.49% among 310,000; AID 2237, 2010; Fluo4 calcium fluorescence; active compounds read high;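 active means B-score above 5 SD of library B-scores, and initial fluorescence ratio not above library mean plus 5 SD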;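 further: positive B-score marks a calcium rise read as TRPC4 activation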
Target sequence (Q9QUQ5 whole entry, looked up): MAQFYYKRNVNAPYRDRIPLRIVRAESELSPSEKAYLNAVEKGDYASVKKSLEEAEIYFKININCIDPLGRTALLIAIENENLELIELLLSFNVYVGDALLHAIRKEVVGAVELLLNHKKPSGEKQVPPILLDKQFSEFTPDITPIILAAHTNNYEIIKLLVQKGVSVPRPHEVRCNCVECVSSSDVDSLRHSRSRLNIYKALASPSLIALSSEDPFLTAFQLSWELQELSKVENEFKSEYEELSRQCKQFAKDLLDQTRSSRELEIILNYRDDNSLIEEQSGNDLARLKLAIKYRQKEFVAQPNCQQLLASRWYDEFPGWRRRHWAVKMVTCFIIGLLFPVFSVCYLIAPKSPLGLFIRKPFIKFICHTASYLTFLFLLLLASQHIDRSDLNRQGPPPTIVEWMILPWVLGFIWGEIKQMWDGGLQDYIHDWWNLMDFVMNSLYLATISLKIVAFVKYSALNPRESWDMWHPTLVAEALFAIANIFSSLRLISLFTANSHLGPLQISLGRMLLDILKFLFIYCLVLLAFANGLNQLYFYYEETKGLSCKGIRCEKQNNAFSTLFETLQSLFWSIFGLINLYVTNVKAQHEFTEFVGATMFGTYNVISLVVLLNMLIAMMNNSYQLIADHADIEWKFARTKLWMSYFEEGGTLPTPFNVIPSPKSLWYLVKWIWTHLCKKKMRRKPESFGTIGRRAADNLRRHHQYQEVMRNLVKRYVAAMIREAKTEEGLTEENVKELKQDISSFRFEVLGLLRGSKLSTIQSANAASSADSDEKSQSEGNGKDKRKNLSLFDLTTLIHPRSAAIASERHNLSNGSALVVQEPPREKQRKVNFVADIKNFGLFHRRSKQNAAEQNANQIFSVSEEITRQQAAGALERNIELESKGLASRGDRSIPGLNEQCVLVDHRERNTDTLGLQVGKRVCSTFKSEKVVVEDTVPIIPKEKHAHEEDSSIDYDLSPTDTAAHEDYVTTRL
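Test system: HEK293 cells stably co-expressing mouse TRPC4beta and mu-opioid receptor | Schedule: Fluo4 dye loading 45 min at room temperature, 110 s recording | Measured by: Kinetic Fluo4 calcium fluorescence, 5 s baseline at 1 Hz | Evaluation: B score of integrated ratio | Controls: Buffer (low) and maximal DAMGO (high)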
TRPC4 block – inhibitors of mouse TRPC4 channel, primary screen, Fluo4 calcium, HEK293 TRPC4beta/mu-opioid cells | Short transient receptor potential channel 4 (Mus musculus), Q9QUQ5 | DAMGO-evoked Fluo4 calcium flux; active compounds read low | B-score at 10 µM | hit rate 0.39% among 300,000;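 active means B-score over 3 SD under the library average, no early fluorescence shift, positive overall ratio signal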
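Material: HEK293 cells with stable TRPC4beta plus mu-opioid receptor expression; probe or stimulus: DAMGO in two steps, submaximal then maximal; technique: Fluo4 calcium fluorescence by kinetic imaging, 5 s 1 Hz baseline; measure: integrated fluorescence ratio relative to baseline, converted to per-well B score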
TRPC6 inh – mouse TRPC6 channel inhibitors, primary screen, cell-based, HEK293, membrane potential dye; ACh-evoked depolarization; active compounds read low; AID 2553, 2010; B-score at 10 µM; hit rate 1.1% among 310,000;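 active means B-score under library mean minus 3 SD, initial fluorescence not abnormally high, positive integrated signal ratio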;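 further: B-score derived from integrated fluorescence ratio over the kinetic read; more negative B-score means stronger inhibition of depolarization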
TRPC6 activator – mouse TRPC6 channel activators, primary screen, cell-based, HEK293, membrane potential dye; Short transient receptor potential channel 6 (Mus musculus), Q61143; HEK293-TRPC6 membrane potential dye fluorescence; active compounds read high; B-score at 10 µM; hit rate 0.13% among 310,000;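 active means B-score of the integrated fluorescence ratio above library mean plus 3 SD, and starting fluorescence ratio within library mean plus 5 SD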;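 further: higher score means more depolarization so channel activation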
MrgX1 PAM – positive allosteric modulators of MrgX1, primary screen, HEK293 cells, Fluo-4 calcium flux. B-score at 10 µM. hit rate 0.63% among 310,000. FDSS; active compounds read high. Mas-related G-protein coupled receptor member X1 (Homo sapiens), Q96LB2;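 active means plate-corrected calcium response at least 3 library SD above typical, normal starting fluorescence, not activating the receptor alone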;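 further: compound read alongside a low EC10 to EC30 dose of BAM8-22 agonist; peak minus trough fluorescence over baseline measured at the second addition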
MrgX1 ag – agonists of human MrgX1 receptor, primary screen, HEK293 cells, Fluo-4 calcium flux; hit rate 0.44% among 310,000; B-score at 10 µM; Mas-related G-protein coupled receptor member X1 (Homo sapiens), Q96LB2; Fluo-4 calcium fluorescence, agonist mode; active compounds read high;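 active means calcium response B-score plate-corrected fluorescence ratio at least 3 library SD, with starting fluorescence B-score inside 5 SD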
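Test system: Stable human MrgX1 HEK293 cell line | Schedule: Overnight plating before 1 h dye loading | Read-out basis: Baseline-normalised fluorescence change ratio, B-scored | Detection: Kinetic calcium dye fluorescence, Fluo-4 NW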
TMEM16A act – TMEM16A chloride channel activators or potentiators, primary screen, cell-based, HTS; Anoctamin-1 (Mus musculus), Q8BHY3; HEK293 TMEM16A/YFP-H148Q/I152L, iodide quench fluorescence; active compounds read low; B-score at 10 µM; hit rate 0.3% among 340,000; AID 623877, 2012;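 active means fluorescence-ratio B-score plate-corrected deviation score at least 3 library SD below zero, with starting fluorescence score within 5 deviations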;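 further: channel opened by trigger with iodide after compound preincubation; score built on the fluorescence ratio of max minus min over baseline; more negative score means more quench and so TMEM16A activation or potentiation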
SKKanGAS inh – S. pyogenes SKKanGAS growth inhibitors in kanamycin, primary screen, streptokinase expression inhibitor project, SKKanGAS strain, BacTiter-Glo luminescence; hit rate 1.3% among 300,000; inhibition, % at 7.5 µM; 6 h;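 active means mean replicate score, as percent of positive control median, at least 50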;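 further: strain carries kanamycin resistance gene driven by streptokinase promoter and grows in 40 µg/ml kanamycin; loss of luminescence reflects streptokinase promoter inhibition or plain growth inhibition; 0% = median of DMSO wells and 100% = positive control at its reference dose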
TRPC4 potent – positive allosteric modulators of TRPC4, primary screen, cell-based, mouse TRPC4beta, HEK293 mu-opioid, Fluo-4 calcium; DAMGO EC20, Fluo-4 Ca2+ flux; active compounds read high; AID 2227, 2009; Short transient receptor potential channel 4 (Mus musculus), Q9QUQ5; B-score at 10 µM; hit rate 0.42% among 310,000;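 active means B-score of calcium response area above 5 SD of library B-scores, with initial fluorescence ratio within 5 SD of library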;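 further: B-score of integrated fluorescence ratio over time as area under calcium response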
MrgX1 antagonist – antagonists of human MrgX1 receptor, primary screen, HEK293 cells, Fluo-4 calcium flux | BAM8-22 antagonism; active compounds read low | hit rate 1.3% among 310,000 | Mas-related G-protein coupled receptor member X1 (Homo sapiens), Q96LB2 | B-score at 10 µM;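 active means calcium-response B-score plate-corrected more than 3 library SD below zero, starting fluorescence within 5 deviations, no agonist response on first addition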;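 further: peak minus trough fluorescence over baseline after final BAM8-22 challenge near maximal dose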
* marks the source's active call; other numbers are inactive results; i = inactive; . = no result given.

no.	Structure	TMEM16A act	MrgX1 ag	TRPC6 activator	TRPC4 potent	TRPC4 agonist	MrgX1 PAM	ANO1 block	MrgX1 antagonist	SKKanGAS inh	TRPC6 inh	TRPC4 block
1	COc1ccc(S(=O)(=O)N2CCN(c3ccccc3OC)CC2)cc1OC	i	i	i	i	i	i	i	i	-7.0	i	i
2	O=C(NC(=S)NCCC1=CCCCC1)c1ccco1	i	i	i	i	i	i	i	i	-11.0	i	i
3	O=S(=O)(CC(CN1CCCCC1)N1CCCCC1)c1ccccc1 (centres undefined)	i	i	i	i	i	i	i	i	4.6	i	i
4	COc1cc(NC(=O)COc2ccc3c(C)cc(=O)oc3c2C)cc(OC)c1OC	i	i	i	i	i	i	i	i	9.4	i	i
5	CCN(CC)c1ccc(S(=O)(=O)Nc2cc(Cl)ccc2Cl)cc1NC(=S)NC(=O)C1CCCC1	i	i	i	i	i	i	i	i	42.2	i	i
6	COc1ccc(NC(=S)N/C(=N/S(=O)(=O)c2ccc(C)cc2)c2ccccc2)cc1	i	i	i	i	i	i	i	i	3.7	i	i
7	Cc1c(NC(=S)NC(=O)C2CCCCC2)c(=O)n(-c2ccccc2)n1C	i	i	i	i	i	i	i	i	-8.4	i	i
8	Oc1ccc(Cl)cc1CNc1nccs1	i	i	i	i	i	i	i	i	-1.1	i	i
9	C/C(=N\NC(=O)c1nn(C)cc1Br)c1ccncc1	i	i	i	i	i	i	i	i	-7.5	i	i
10	CC(C)/C=N/Nc1nc2c(c(=O)n(C)c(=O)n2C)n1C	i	i	i	i	i	i	i	i	1.5	i	i
11	CCOC(=O)C1=C(C)N=C2SCCC(=O)N2C1c1cccs1 (centres undefined)	i	i	i	i	i	i	i	i	-0.2	i	i
12	CCOC(=O)c1c(NC(=O)COC(=O)c2ccc(Cl)nc2)sc(C(=O)N(C)C)c1C	i	i	i	i	i	i	i	i	-1.2	i	i
13	CCOC(=O)CNC(=O)C(CO)NC(=O)OCc1ccccc1 (centres undefined)	i	i	i	i	i	i	i	i	9.0	i	i
14	COc1ccc(-c2nc(CS(=O)CC(=O)NCc3ccccc3)c(C)o2)cc1OC (centres undefined)	i	i	i	i	i	i	i	i	-1.4	i	i
15	COc1ccc(OC)c(C(c2c(C)[nH][nH]c2=O)c2c(C)[nH][nH]c2=O)c1	i	i	i	i	i	i	i	i	1.5	i	i
16	CCC(CC)NC(=O)Cn1c(C(C)NC(C)=O)nc2ccccc21 (centres undefined)	i	i	i	i	i	i	i	i	6.3	i	i
17	CN(C)CCn1c2c(c(SCC(=O)Nc3cccc4ccccc34)nc1=O)CCC2	i	i	i	i	i	i	i	i	-1.8	i	i
18	CCN1CCN(S(=O)(=O)c2ccc(OC)c(NC(=O)c3ccccc3F)c2)CC1	i	i	i	i	i	i	i	i	-2.4	i	i
19	CN1CCN(c2ccc(C(=O)c3ccccc3)cc2[N+](=O)[O-])CC1	i	i	i	i	i	i	i	i	-4.7	i	i
20	O=C(CCNC(=O)C1CCN(S(=O)(=O)c2ccc(F)cc2)CC1)Nc1nccs1	i	i	i	i	i	i	i	i	-3.5	i	i
21	CCc1ccccc1C1C(=O)c2ccccc2C1=O	i	i	i	i	i	i	i	i	2.9	i	i
22	CC(C)(O)C#Cc1ccc(C(=O)Nc2ccc3c(c2)OCO3)s1	i	i	i	i	i	i	i	i	1.8	i	i
23	CCCCCCCC1=CC2=CC(=O)C(C)(OC(C)=O)C(=O)C2=CN1CCc1ccccc1 (centres undefined)	.	i	i	i	i	i	i	i	5.0	i	i
24	CCn1c(=O)c2cc(C(=O)Nc3ccc(OC)cc3OC)sc2c2ccccc21	i	i	i	i	i	i	i	i	-2.9	i	i
25	CSCC[C@H](NC(=O)COc1cc2c(c3oc(=O)c(C)c(C)c13)CCC(C)(C)O2)C(=O)O	i	i	i	i	i	i	i	i	6.2	i	i
26	CCOc1cc(/C=N/N=C2/NC(=O)C(CC(=O)O)S2)ccc1OCc1ccccc1Cl (centres undefined)	i	i	i	i	i	i	i	i	8.9	i	i
27	O=C1CC(c2cccs2)CC(O)=C1C=NCCN1CCNCC1 (centres undefined)	i	i	i	i	i	i	i	i	-0.7	i	i
28	COc1ccc(/C=C(/NC(=O)c2ccc(OC)c(OC)c2)C(=O)NCCCn2ccnc2)cc1	i	i	i	i	i	i	i	i	0.0	i	i
29	COc1ccc2c(c1)N(C(=O)CSc1n[nH]c(C)n1)C(C)(C)C=C2C	i	i	i	i	i	i	i	i	-1.0	i	i
30	COc1cccc(-n2nnnc2SCC(=O)Nc2ccccc2OC)c1	i	i	i	i	i	i	i	i	6.1	i	i
31	O=C(c1cccc(C(F)(F)F)c1)N1CCN(S(=O)(=O)c2ccc(Cl)s2)CC1	i	i	i	i	i	i	i	i	-13.8	i	i
32	Cn1c(C(=O)OC(C(=O)NC2CCCC2)c2ccncc2)cc2sccc21 (centres undefined)	i	i	i	i	i	i	i	i	-3.0	i	i
33	Cc1cccc(/C=N/NC(=O)c2cc3c(s2)-c2ccccc2CC3)c1	i	i	.	.	.	i	i	i	19.5	.	.
34	O=C(Nc1cc(S(=O)(=O)N2CCOCC2)ccc1Cl)C1CCC1	i	i	i	i	i	i	i	i	-10.8	i	i
35	O=c1ccc(-c2ccc(S(=O)(=O)N3CCN(c4cccc(Cl)c4)CC3)o2)n[nH]1	i	i	i	i	i	i	i	i	-21.9	i	i
36	CCC(C)[C@H](N)c1cn([C@@H](CCCCN)C(=O)N2CCNCC2)nn1 (some centres undefined)	i	i	i	i	i	i	i	i	2.1	i	i
37	CCOC(=O)c1c(C2COc3ccccc3O2)csc1NC(=O)c1ccco1 (centres undefined)	i	i	i	i	i	i	i	i	14.5	i	i
38	CCCCC1CCC(C(=O)N(CC(C)C)c2c(N)n(CCCC)c(=O)[nH]c2=O)CC1 (centres undefined)	i	i	i	i	i	i	i	i	-9.3	i	i
39	O=C(CS(=O)(=O)c1ccccc1)N1CCCCCC1	i	i	i	i	i	i	i	i	-1.2	i	i
40	CC(C)CC(C(=O)NC(C)(C)C)N(Cc1ccccc1Cl)C(=O)c1snc(C(N)=O)c1N (centres undefined)	i	i	i	i	i	i	i	i	4.1	i	i
41	COc1cc(OC)c(C(=O)NCc2ccco2)cc1OC	i	i	i	i	i	i	i	i	-6.0	i	i
42	C=CCOn1c(=O)c(-c2ccc(Br)cc2)[n+]([O-])c2ccccc21	i	i	i	i	i	i	i	i	-6.0	i	i
43	CCCN1CCOC(CC(=O)Nc2ccc([N+](=O)[O-])cc2)C1=O (centres undefined)	i	i	i	i	i	i	i	i	-2.4	i	i
44	Oc1ccc(C2=NN(c3ccccc3)C(c3ccc(F)cc3)C2)cc1 (centres undefined)	i	i	i	i	i	i	i	i	81.0*	i	i
45	Cc1cscc1NC(=O)/C=C/C(=O)O	i	i	i	i	i	i	i	i	1.4	i	i
46	CCOC(=O)c1cn2nc(Oc3ccc(NC(C)=O)cc3)ccc2n1	i	i	i	i	i	i	i	i	5.6	i	i
47	CCCc1nnc(NC(=O)CC(=O)Nc2ccccc2C(=O)O)s1	i	i	i	i	i	i	i	i	-5.7	i	i
48	Cc1nc(N2CCOCC2)c2cc(-c3ccccc3)sc2n1	i	i	i	i	i	i	i	i	9.6	i	i
49	COc1cc(OC)cc(C(=O)N2CCC(N3CCN(c4ccccc4OC)CC3)CC2)c1	i	i	i	i	i	i	i	i	0.9	i	i
50	CN1CCN(CCOCCOc2c(Cl)cc(Cl)cc2Cl)CC1	i	i	i	i	i	i	i	i	1.0	i	i

Next section.
no.	Structure	TMEM16A act	MrgX1 ag	TRPC6 activator	TRPC4 potent	TRPC4 agonist	MrgX1 PAM	ANO1 block	MrgX1 antagonist	SKKanGAS inh	TRPC6 inh	TRPC4 block
51	Cc1cc(S(=O)(=O)N2CCCOC2CNC(=O)C(=O)NCc2cccs2)ccc1F (centres undefined)	i	i	i	i	i	i	i	i	4.1	i	i
52	COc1cccc(-n2nnc3c(=O)n(CC(=O)Nc4ccc(C)cc4)cnc32)c1	i	i	i	i	i	i	i	i	-6.7	i	i
53	CCCCc1nc(NCCN)c(C#N)c2c1CSC(C)(C)C2	i	i	i	i	i	i	i	i	-15.3	-5.09*	i
54	COCCCN1CN(S(=O)(=O)c2cccs2)c2nc3ccccc3nc21	i	i	i	i	i	i	i	i	-1.7	i	i
55	Cc1ccc(S(=O)(=O)NCCC(=O)NNC(=O)c2ccccc2O)cc1C	i	i	i	i	i	i	i	i	-4.6	i	i
56	N#CC1=C(S)N(c2ccccc2)C(c2ccc(-c3cccc(Cl)c3)o2)NC1=O (centres undefined)	i	i	i	i	i	i	i	i	0.5	i	i
57	CC1(C)NC(=O)N(CCOCCOc2ccccc2)C1=O	i	i	i	i	i	i	i	i	-4.8	i	i
58	O=C(O)/C(=C/c1ccco1)NC(=O)c1ccccc1	i	i	i	i	i	i	i	i	1.9	i	i
59	COC(=O)[C@H](C(C)C)n1c(C)c(C(C)=O)c(C(C)=O)c1C	i	i	i	i	i	i	i	i	-1.5	i	i
60	C[C@@H]1CC=C[C@H]2[C@H]1C(=O)N(Cc1ccccc1)[C@H]2c1ccc(-c2ccc(F)cc2)cc1F	i	i	i	i	i	i	i	i	29.9	i	i
61	Cn1cc(C(CC(=O)O)C(=O)O)c2ccccc21 (centres undefined)	i	i	i	i	i	i	i	i	-4.3	i	i
62	CCNc1c([N+](=O)[O-])ncn1C	i	i	i	i	i	i	i	i	3.2	i	i
63	COc1ccccc1C(=O)COC(=O)CCN=C1NS(=O)(=O)c2ccccc21	i	i	i	i	i	i	i	i	-1.7	i	i

The order is random. About 6.7% of those tested had a hit in this group.
